High-throughput results (PubChem BioAssay)
NALP1 yeast inh – NALP1 inhibition; S. cerevisiae NALP1/ASC/caspase-1 growth, X-gal OD620, 72 h; inhibition, % at 10 µM; 280,000 tested, 0.61% active; AID 2071; in the data active = inhibition mostly above about 24%, no sharp cut-off; inactive = mostly below about 32%; note: some compounds called inactive have numbers as strong as hits
IMP-1 inhibitor – blocks Pseudomonas aeruginosa IMP-1 metallo-beta-lactamase; inhibition, % at 5.6 µM; purified IMP-1, nitrocefin hydrolysis, epi-absorbance fluorescence; 290,000 tested, 0.45% active; AID 1556;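 active = inhibition above the mean plus 3 SD of all compounds in the same screening run, cut at about 4.5% in these data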;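 note: 0% = IMP-1 with DMSO and 100% = DMSO wells lacking enzyme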
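system = purified recombinant IMP-1 beta-lactamase | amount = 0.2 nM IMP-1, as dispensed | medium = HEPES buffer pH 7.1 with ZnSO4 and Brij 35 | times = 25 °C, 15 min preincubation, 25 min reaction | detection = plate fluorescence quenching by hydrolysis product, ex 480/em 530 nm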
NS3 helicase inh – blocks Hepatitis C virus NS3 helicase unwinding; NS3 helicase DNA unwinding, Cy5 molecular beacon fluorescence; inhibition, % at 10.9 µM; 290,000 tested, 0.56% active; AID 1800;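 active = inhibition above the mean of all tested compounds plus 3 SD, set per campaign, cut at about 35% in these data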;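 note: 0% = DMSO wells and 100% = thioflavine S control wells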
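Control set: DMSO versus 110 µM thioflavine S; Material: NS3 helicase fragment of HCV; Measured by: Cy5 fluorescence at 0 and 60 min, beacon hairpin quenching; Read-out basis: percent inhibition from t60/t0 fluorescence ratio; Times: reaction time 60 min, 25 °C; Repeats: single replicate; Compound dosing: single dose, 10.9 µM nominal final, DMSO 0.8% final.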
VIM-2 inhibitor – inhibitors of Pseudomonas aeruginosa VIM-2 metallo-beta-lactamase; purified VIM-2, nitrocefin hydrolysis, epi-absorbance fluorescence; inhibition, % at 5.6 µM; AID 1527; 290,000 tested, 0.89% active;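 active = inhibition above the mean of all tested compounds plus 3 SD, cutoff set per screening run, cut at about 7.5% in these data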;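 note: red hydrolysis product quenches plate fluorescence so inhibitors raise well fluorescence; 0% = enzyme with DMSO and 100% = DMSO without enzyme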
FID counter – fluorescent intercalator displacement, NS3 helicase counter-screen; DNA fluorescent intercalator displacement, fluorescence; inhibition, % at 7.9 µM; 290,000 tested, 0.17% active; in the data active = inhibition above about 37%;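 note: 0% = vehicle and 100% = reference compound; higher means more ethidium bromide displaced from hairpin DNA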
MEKK2mut PB1 HTS – signal of MEK5 binding to mutant human MEKK2 PB1 domain | bead flow cytometry, Alexa488-MEK5 binding to MEKK2 mutant | percent response, % at 10 µM | 290,000 tested, 0.35% active | AID 1530; in the data active = percent response above about 24%, passing the limit was not always enough; note: inactives centre near 1; some results filed as inactive read as strong as hits
SUMO HTRF inh – inhibitors of human SUMOylation (UBC9). HTRF SUMOylation assay, SAE1/SAE2 + UBC9, in vitro. AID 2006. inhibition, % at 35 µM. 290,000 tested, 0.36% active; in the data active = inhibition above about 50%, passing the limit was not always enough; note: strong numbers were not always called active
Target sequence (P63279 whole entry, looked up): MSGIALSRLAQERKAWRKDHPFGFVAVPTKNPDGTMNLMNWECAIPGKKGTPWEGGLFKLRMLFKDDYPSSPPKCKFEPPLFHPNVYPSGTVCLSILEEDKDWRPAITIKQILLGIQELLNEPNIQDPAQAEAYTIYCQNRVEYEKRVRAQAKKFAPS
MEKK2wt PB1 HTS – raises or lowers MEK5 binding to wildtype human MEKK2 PB1 domain. Q9Y2U5. bead flow cytometry, Alexa488-MEK5 binding to MEKK2 WT; actives lie on both sides. binding response (% of control), % at 10 µM. 290,000 tested, 1.1% active. AID 1531; in the data active = binding response below about 67% or above about 130%
M18AAP inhibitor – PfM18AAP enzyme inhibition; recombinant PfM18AAP, H-Glu-NHMec fluorogenic cleavage; inhibition, % at 7.35 µM; 290,000 tested, 1.2% active; AID 1822;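 active = inhibition above the campaign mean inhibition over all tested compounds plus 3 SD, cut at about 28% in these data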;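 note: 0% = plate median of test compound wells and 100% = 2 mM ZnCl2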
Starred values were filed as active, the others as inactive; nt = not tested or not shown. Hits appear at their usual frequency; any-hit rate near 4.7%.

SMILES	NALP1 yeast inh	IMP-1 inhibitor	NS3 helicase inh	VIM-2 inhibitor	FID counter	MEKK2mut PB1 HTS	SUMO HTRF inh	MEKK2wt PB1 HTS	M18AAP inhibitor
CC(=O)O[C@]1(C(C)=O)CC[C@H]2[C@@H]3C=CC4=CC(=O)C=C[C@]4(C)[C@H]3CC[C@@]21C	13	-0.2	-10	-1.1	-26	4	16	107	-10
CCc1ccc(OCC(=O)NC(NC(=S)Nc2ccccc2)C(Cl)(Cl)Cl)cc1 (stereo not drawn)	6	-3.6	9	-4.5	-8	2	8	125	-11
O=C(CCc1ccccc1)NNC(=O)c1ccccc1Cl	11	-1.5	1	1.7	-5	0	-6	103	7
Cc1ccc(OC(C)C)c(CN(CCO)CCO)c1	6	-2.4	-4	-1.4	-1	-2	22	95	-2
Cc1cccc(NS(=O)(=O)c2ccc(NS(=O)(=O)c3cccs3)cc2)c1	10	-0.3	-18	0.4	-3	-6	-5	98	-4
O=C(C1CCCN(Cc2ccccc2)C1)N1CCc2ccccc2C1 (stereo not drawn)	4	0.5	5	-3.9	8	1	13	104	8
COc1ccc(/C=N/NC(=O)CC(=O)NCc2cccnc2)cc1	23*	-2.5	4	-3.8	-6	17	-19	106	-2
CCCCOC1CC(c2ccc(OCc3ccc(OC)cc3)c(OC)c2)N(C)O1 (stereo not drawn)	22	-2.5	1	-2.5	-24	-3	-7	95	-4
CC(C)CCSc1ncnc2c1oc1nc3c(cc12)COC(C)(C)C3	13	-0.9	4	-2.8	-5	-6	-16	98	-5
COc1cc2ccccc2cc1C(=O)Nc1ccc(N2CCOCC2)cc1	13	3.5	-2	-2.9	-30	0	42	97	16
O=C1c2ccccc2C(=O)N1CN(C(=O)COc1ccccc1)c1ccc(F)cc1	21	-2.4	1	-3.4	-26	-2	8	102	1
COC(=O)c1ccc(-c2noc(CN(Cc3ccccn3)CC3CCCO3)n2)cc1 (stereo not drawn)	-9	-3.7	11	20*	-27	1	-7	97	3
Cc1noc(C)c1COC(=O)c1cc(C)n(-c2ccccc2)c1C	11	-1.0	-4	3.8	-11	-1	-1	100	-1
Cc1csc(NC(=O)CCc2ccc(S(=O)(=O)N3CCOCC3)cc2)n1	48	-0.3	-7	-3.7	-11	4	13	106	-3
c1ccc2oc(-c3[nH]ncc3CN3CCC(N4CCSCC4)CC3)cc2c1	13	-2.3	-3	-0.2	15	7	-21	110	4
Cc1ccc(S(=O)(=O)N(CC(O)CN(C)C)c2ccccc2)cc1 (stereo not drawn)	20	-4.6	-5	-0.1	6	1	12	103	4
Cc1ccc(NC(=O)CCc2c(C)nn(-c3ccc(N4CCOCC4)nn3)c2C)c(C)c1	-9	-5.0	-1	-9.3	-45	3	7	102	-3
Cn1c(SCC(=O)c2ccc3c(c2)Cc2ccccc2-3)nnc1-c1cccc(N)c1	8	-3.0	-5	-3.7	-23	-2	20	95	-1
CN(C(=O)C1CCOC1)c1nnc(-c2cnccn2)s1 (stereo not drawn)	-18	-1.8	6	0.6	-5	2	18	107	-3
CCOc1ccc(Cc2c(Cl)nc(SC)nc2OC)cc1	-7	-2.5	3	-6.2	-5	-9	8	81	0

Compounds listed so far with a furan ring, fused or not (2):
SMILES	NALP1 yeast inh	IMP-1 inhibitor	NS3 helicase inh	VIM-2 inhibitor	FID counter	MEKK2mut PB1 HTS	SUMO HTRF inh	MEKK2wt PB1 HTS	M18AAP inhibitor
CC(C)CCSc1ncnc2c1oc1nc3c(cc12)COC(C)(C)C3	13	-0.9	4	-2.8	-5	-6	-16	98	-5
c1ccc2oc(-c3[nH]ncc3CN3CCC(N4CCSCC4)CC3)cc2c1	13	-2.3	-3	-0.2	15	7	-21	110	4

Additional compounds.
SMILES	NALP1 yeast inh	IMP-1 inhibitor	NS3 helicase inh	VIM-2 inhibitor	FID counter	MEKK2mut PB1 HTS	SUMO HTRF inh	MEKK2wt PB1 HTS	M18AAP inhibitor
Cc1nc2ccccc2c2c1C(=O)NC2=O	nt	-2.9	2	4.5	2	-1	19	102	0
NCCCNC(=O)c1ccc(/C=N/O)nc1	-14	-1.3	8	-2.3	-5	-12	13	78	-6
Cc1cc(C)n(-c2ccc(Cl)c(C(=O)OCC(N)=O)n2)n1	2	-0.3	-3	-0.9	-2	4	3	108	12
CN1CCc2cccc3c2[C@@H]1Cc1ccc(O)c(O)c1-3	86*	-3.2	-50	2.1	13	4	1	102	36*
CCOC(=O)c1ccc(NC(=S)N2CCN(c3ccccn3)CC2)cc1	5	-1.2	2	-0.5	-20	3	12	105	1
CSc1nnc2n(C)c3c(c(=O)n12)C1(CCCC1)Cc1ccccc1-3	17	0.9	19	-3.9	-8	-5	-7	95	7
N=C1/C(=C\c2ccc(Br)o2)C(=O)N=C2SC(CC(=O)N3CCOCC3)=NN12	3	-1.2	10	-1.0	-34	-1	16	102	6
COc1cc2cc(C(c3nnnn3C3CCCCC3)N(C)C3CCCCC3)c(=O)[nH]c2cc1OC (stereo not drawn)	5	-1.4	2	-1.9	-2	-5	-1	87	1
COc1ccccc1NS(=O)(=O)CC12CCC(CC1=O)C2(C)C (stereo not drawn)	42*	-4.2	1	-0.7	-5	7	-3	108	0
O=C(CN1CCN(Cc2ccc(Cl)cc2)C1=O)NCc1cccs1	-6	-3.0	13	-3.5	-10	-4	-8	95	2
CC1(C)CC(=O)CC(C2(O)C(=O)N(Cc3ccccc3)c3ccccc32)O1 (stereo not drawn)	17	-3.1	-9	-5.0	-10	0	-4	104	15
O=C(NCC1CCN(S(=O)(=O)c2ccccc2)CC1)Nc1ccc(F)cc1F	-1	-1.6	3	-1.3	-18	-22	2	91	0
CCOC(=O)c1ccc(NC(=O)Cn2nc(C)c3ccccc3c2=O)cc1	22	-1.0	0	-1.2	-14	2	-7	108	-2
COc1ccc(-c2c(C)n([O-])c(C)c(-c3ccccc3)[n+]2=O)cc1OC	10	-2.8	21	-3.3	1	5	-6	109	0
CC(=O)Nc1csc2ccccc12	1	-2.9	3	-3.0	3	-1	16	96	3
O=C(NCc1ccc(Cl)cc1Cl)c1ccccn1	23	-1.6	4	-1.4	-11	2	4	98	-1
CCOC(=O)N1CCN(C(=S)Nc2cccc(C)c2)CC1	3	-4.3	6	-2.5	-5	-4	5	99	1
NC(=O)C1CCN(C(=O)c2cccc(S(=O)(=O)N3CCc4ccccc4C3)c2)CC1	-7	-0.7	1	2.1	-19	-27	6	93	3
CN1C(=O)Cn2c1nc1ccccc12	5	-3.3	10	-1.1	-4	-13	4	90	-7
Fc1ccc(-c2nc3c(-c4ccc(F)cc4)cnn3cc2CCN2CCOCC2)cc1	-4	-0.8	4	-2.8	-11	7	12	105	1

Among those listed so far, these have two or more sulfur atoms:
SMILES	NALP1 yeast inh	IMP-1 inhibitor	NS3 helicase inh	VIM-2 inhibitor	FID counter	MEKK2mut PB1 HTS	SUMO HTRF inh	MEKK2wt PB1 HTS	M18AAP inhibitor
Cc1cccc(NS(=O)(=O)c2ccc(NS(=O)(=O)c3cccs3)cc2)c1	10	-0.3	-18	0.4	-3	-6	-5	98	-4
Cc1csc(NC(=O)CCc2ccc(S(=O)(=O)N3CCOCC3)cc2)n1	48	-0.3	-7	-3.7	-11	4	13	106	-3

Look-ups from the list:
Result for `CCOC(=O)N1CCN(C(=S)Nc2cccc(C)c2)CC1` in IMP-1 inhibitor: -4.3
Result for `N=C1/C(=C\c2ccc(Br)o2)C(=O)N=C2SC(CC(=O)N3CCOCC3)=NN12` in MEKK2mut PB1 HTS: -1

(cont.)
SMILES	NALP1 yeast inh	IMP-1 inhibitor	NS3 helicase inh	VIM-2 inhibitor	FID counter	MEKK2mut PB1 HTS	SUMO HTRF inh	MEKK2wt PB1 HTS	M18AAP inhibitor
NC(=O)C1(N2CCCCC2)CCN(C(=O)CSc2nc(C(F)(F)F)cc(=O)[nH]2)CC1	2	-0.2	5	-2.6	-4	-13	3	89	-4
Cc1ccc2c(cnn2C(=O)CCC(=O)NC2CCCC2)c1	4	-1.8	8	-1.6	-22	0	-2	95	-1
COc1ccc(C2C(C#N)=C(N)Oc3cc(C)n(CCN4CCOCC4)c(=O)c32)cc1OC (stereo not drawn)	-6	-3.1	13	-1.6	-9	-7	7	86	-4
Cc1ccc(C(=O)Nc2ccccc2Oc2ccccc2)cc1[N+](=O)[O-]	-2	-2.3	-7	-0.1	-2	nt	11	nt	-1
Cc1cc(/C=C2\SC(=S)NC2=O)c(C)n1C	4	-2.0	23	-4.9	-2	-7	8	86	12
COc1ccc(C(=O)N2CCC(C(=O)Nc3ccc4c(c3)OCO4)CC2)cc1	4	-2.6	0	-2.6	-21	-1	5	104	1
CSCC[C@H](NC(=O)[C@@H]1Cc2ccccc2CN1)C(=O)Nc1ccc2c(c1)OCCO2	18	-1.2	-4	-2.4	2	1	-13	105	4
COCCCNC(=S)NNC(=O)c1ccc2c(c1)OCO2	7	-3.5	3	-9.6	0	-1	1	97	35*
Nc1c(C(=O)Nc2ccc(F)cc2)sc2nc(-c3ccco3)ccc12	-4	-1.0	41*	-2.3	-13	-7	74*	93	15
CCCCOC(=O)Nc1cccc(C(C)=O)c1	-2	-3.0	1	-0.4	-8	-1	5	104	0
CCOc1ccc(N)c(SSc2cc(OCC)ccc2N)c1	19	-3.8	4	-2.3	-14	-3	-8	100	43*
Oc1c(Cl)cc(Cl)cc1C=Nc1cc(C(F)(F)F)ccc1N1CCc2ccccc2C1	27	1.1	6	-0.1	-10	-33	15	69	12
O=C(Cc1ccccc1)NNC(=S)Nc1ccc(Cl)cc1	25	-2.4	8	-5.6	-13	-1	-26	94	17
O=C(Nc1ccc(Cl)cc1)C1CCCN(c2cnccn2)C1 (stereo not drawn)	29	-2.5	1	-2.1	-15	4	7	105	2
Cc1cccc(N2CCN(CC(O)COc3ccc(Cl)cc3)CC2)c1 (stereo not drawn)	16	-1.7	-18	-0.3	10	4	-12	95	-1
Cc1nnsc1SC(C)C(=O)O (stereo not drawn)	3	-0.4	2	1.2	0	3	25	104	-25
COc1ccc(OC)c(-n2c(SCC(=O)Nc3cc(C)on3)nnc2-c2c[nH]c3ccccc23)c1	-2	0.1	-16	-1.5	-25	-7	-20	91	5
C=CCN(CC=C)C(=S)NC(=O)c1ccc(C)c(Br)c1	40	-4.7	-15	-7.1	-12	2	37	101	-1
